# F508del corr: CFTR F508del correction in bronchial cells. CFBE cells, YFP halide quenching; stimulated with forskolin plus potentiator P3; % fluorescence drop versus neutral controls. activity (quench increase), % at 7.58 µM. actives 0.36% (n = 350,000);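 active = mean added fluorescence quench of at least 8% versus neutral control, with both replicates also reaching 8%; inconclusive = only one of the mean or replicate conditions met; inactive = mean below 8% and not both replicates reaching 8%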;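 also: cells transiently co-express mutant CFTR-F508del with the halide-sensitive YFP; corrector assay measuring rescue of mutant channel to the surface after 24 h compound exposure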
# miR-122 sensor: miR-122 inhibition in Huh7 cells; Huh7 miR-122 Renilla luciferase sensor, 48 h; neutral wells = 0, positive control = 100; activation (reporter increase), % at 12.5 µM; actives 0.3% (n = 340,000); AID 602342;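 active = mean replicate activation score at least 90 and every replicate individually at or above 90; inconclusive = only one of the two criteria met; inactive = neither criterion met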;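 also: higher luciferase means less miR-122 activity so hits act as miR-122 inhibitors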
# EWS-Fli block: EWS/Fli transcriptional activity inhibition. A673 NR0B1-luciferase reporter, viability-normalised. inhibition, % at 12.6 µM. actives 0.67% (n = 350,000);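 active = mean inhibition of at least 50% after viability correction, with every replicate also passing that limit; inconclusive = mean reaches 50% but only one of two replicates passes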;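 also: firefly luciferase signal divided by Alamar Blue viability fluorescence both relative to DMSO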
# DENV2 CPE rescue: protects cells from dengue virus 2 cytopathic effect | DENV2-infected cells, cytopathic effect rescue, plate reader | actives 1.7% (n = 350,000) | CPE inhibition, % at 9.99 µM; in the data active = CPE inhibition above about 20%, passing the limit was not always enough; inconclusive = no clear call, values can overlap the other calls; tested in BHK-21 cells;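 also: 0% = median of neutral control wells and 100% = median of positive control wells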
# GSIS activator: GLuc luminescence reporter in INS-1E cells, primary screen for activators of glucose-dependent secretion of insulin; INS-1E GLuc reporter insulin secretion, 2-3 h; activation, % at 16.6 µM; AID 743287; actives 0.61% (n = 370,000);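 active = lowest replicate activation of at least 40%, so every replicate reaches that level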;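 also: 0% = median of neutral control wells and 100% = median of IBMX positive control wells; some compounds called inactive have numbers as strong as hits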
# PAX8 reporter: inhibitors of PAX8 transcriptional activity in RMG-I cells; RMG-I TPO-luciferase reporter, SteadyGlo, 24 h; inhibition, % at 12.6 µM; actives 1.2% (n = 360,000);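 active = mean replicate inhibition at least 60% with every replicate also reaching 60%; inconclusive = only one of the two criteria is met; inactive = mean below 60% and not all replicates reaching 60%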;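 also: luciferase light reporting Pax8 driven TPO promoter activity; plate controls were median of neutral control wells for no effect and mitoxantrone controls for full effect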
# FN deposit inh: fibronectin deposition inhibition. inhibition, % at 12.6 µM. actives 0.086% (n = 350,000). AH1F fibroblasts, Alexa488-fibronectin deposition fluorescence, overnight;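 active = mean inhibition across replicates of 30% or more, regardless of how many single replicates reach that level; inconclusive = mean under 30% yet at least half of replicates reach 30%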;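 also: positive control wells lacked labelled fibronectin entirely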
#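 Measured by – fluorescence 485/525 nm · System – AH1F fibroblast monolayer, labelled fibronectin deposition · Amount – 10000 cells per well · Buffer or medium – serum-reduced DMEM (2% serum) · Doses – single dose, pinned · Also added – fluorescent fibronectin at 24 nM final · Schedule – 1 h cell attachment, overnight exposure to compound and label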
# An asterisk follows results filed as active; ? = inconclusive; / = no result given; [ ] = dose if it differs, or a comment.
# Order of results: F508del corr	miR-122 sensor	EWS-Fli block	DENV2 CPE rescue	GSIS activator	PAX8 reporter	FN deposit inh
Cc1cc(C)c(S(=O)(=O)NC2CC(C)(C)NC(C)(C)C2)cc1C
  2.3	18.0	1.0	5.9	-9.0	-0.8	-2.0
COC(=O)CC1C(=O)NCCN1C(=O)CSc1nnnn1-c1ccc(Cl)cc1 (configuration not stated)
  1.9	/	4.1	-10.7	16.4	16.4	/
COCc1[nH]nc2c1C(c1sccc1C)C(C#N)=C(N)O2 (configuration not stated)
  /	0.6	/	/	-13.5	3.5	-1.8
COc1ccc(NC(=O)/C(C#N)=C/c2cc(C)n(-c3ccc(N4CCOCC4)c([N+](=O)[O-])c3)c2C)cc1
  /	-3.7	20.9	-4.6	/	34.7	-4.1
COc1ccc(N(C(=O)CNC(=O)c2ccco2)C(C(=O)NCC2CCCO2)c2ccccc2)cc1Cl (configuration not stated)
  3.0	-5.5	-2.9	-8.9	-0.7	6.8	-5.4
CC1=CC2=NC(=O)/C(=C\c3cccn3CCOc3cc(C)ccc3C)C(=N)N2O1
  0.9	19.9	-8.0	2.0	0.9	46.1	5.8
O=C(CC1(O)C(=O)Nc2ccccc21)c1ccccc1O (configuration not stated)
  /	-0.5	/	/	7.7	/	3.4
c1ccc(C[C@H]2CN=C(Nc3ccccc3)N2CC2CCCC2)cc1
  -0.8	/	4.4	-5.7	-0.6	-7.5	-1.6
O=S(=O)(c1ccccc1)c1cnn(-c2ccccc2)c1-c1ccc(Cl)cc1
  /	-6.4	/	/	/	15.1	17.2
Cc1ccc(C)c(NC(=O)CN(C)C(=O)C2=NNC(=O)CC2)c1
  -4.3	/	2.9	-3.8	-3.8	-0.9	6.9
C[C@@H]1CN([C@H](C)CO)C(=O)c2cccc(NC(=O)C3CC3)c2O[C@H]1CN(C)S(=O)(=O)c1cccs1
  0.4	2.2[16.7 µM]	-7.2	33.6*	18.4	-2.5	/
CCCNC(=O)C[C@@H]1CC[C@@H]2[C@H](COC[C@H](O)CN2Cc2cccc(F)c2)O1
  -2.4	3.2[16.7 µM]	1.5	-1.2	-2.8	-0.7	-21.9
O=C(CSc1nnc(CCCO)n1-c1ccccc1)Nc1nccs1
  -0.3	0.6	11.1	-4.8	4.9	/	/
CCOC(=O)C(NCc1ccccc1OC)(NC(=O)c1ccccc1)C(F)(F)F (configuration not stated)
  /	4.0	/	/	/	-8.3	1.0
COC(=O)C(CO)NC(=O)C(C)NC(=O)CNC(=O)OCc1ccccc1 (configuration not stated)
  -0.9	/	-1.6	5.9	2.7	-1.8	-15.1
COc1cc(CCN(C(=O)c2cc3ccccc3[nH]2)C(c2ccccn2)c2nc3ccccc3[nH]2)cc(OC)c1 (configuration not stated)
  -1.1	11.6	2.2	-3.0	12.4	-15.6	3.9
COc1cc2cc(CCCOC(=O)CCC(=O)O)oc(=O)c2cc1OC
  0.0	0.8	-0.8	28.1*	19.2	9.5	-3.8
OCCNCCNCc1ccccc1OCc1ccccc1
  -1.5	3.3	-2.8	6.8	16.7	-7.7	4.4
O=C(Cc1ccncc1)N1C[C@@H]2N[C@H](C1)C2c1ccc(-c2ccc(F)cc2)cc1 (some centres not stated)
  -1.0	/	4.3	21.5*	-7.5	-7.8	-9.2
COc1ccccc1CNS(=O)(=O)c1ccc(-c2cnc(C3CC3)o2)cc1
  ?	/	61.2*	-1.4	-14.4	33.6	-13.5
Cc1cccc(OCc2nnc(SCC(=O)Nc3sc(C)c(C)c3C#N)n2C)c1
  /	-2.2	/	/	3.8	17.6	2.4
O=S(=O)(c1cnc[nH]1)N1CCN(C(c2ccc(F)cc2)c2ccc(F)cc2)CC1
  -3.2	-4.0	1.9	-0.8	-2.7	2.6	-18.1
COc1ccc(NC(=O)N(C)C[C@@H]2OCCCC[C@H](C)Oc3ccc(NC(=O)Nc4cccc5ccccc45)cc3C(=O)N([C@H](C)CO)C[C@@H]2C)cc1
  -1.1	-4.3[16.7 µM]	6.0	13.4	10.3	12.3	/
COc1ccc(-c2noc(=O)n2Cc2ccc(F)cc2Cl)cc1
  -0.5	/	-11.0	-6.7	15.5	18.0	1.6
CC(C)CN1C(=O)C(=O)N(CC(=O)N2CCC(Cc3ccccc3)CC2)C1=O
  -0.1	/	-2.1	0.0	1.2	-4.6	-6.0
N#CCc1ccc(NC(=O)Cn2c(=O)oc3ccccc32)cc1
  -2.3	/	-33.4	-0.1	-4.1	12.1	2.5
C[C@H](CO)N1C[C@H](C)[C@@H](CN(C)C(=O)c2ccncc2)OCCCC[C@H](C)Oc2ccc(NC(=O)CCC(F)(F)F)cc2C1=O
  -1.6	25.3[16.7 µM]	-0.6	13.7	3.4	-30.8	6.7
Cc1cc(OC(C)C(=O)N2CCN(c3ccc(F)cc3)CC2)c2c(C)c(C)c(=O)oc2c1 (configuration not stated)
  4.0	-6.3	/	-3.5	-19.4	-9.6	-0.1
O=C(Nc1cc([N+](=O)[O-])ccc1N1CCCC1)c1ccco1
  /	/	6.4	3.5	-0.5	3.1	5.9
Cc1ccc(/C=N\NC(=O)CNC(=O)C23CC4CC(CC(C4)C2)C3)o1
  -0.4	-0.4	-1.3	1.3	-12.4	3.6	0.4

# Given field by field: entries from further up
compound: O=C(Nc1cc([N+](=O)[O-])ccc1N1CCCC1)c1ccco1
- F508del corr: /
- miR-122 sensor: /
- EWS-Fli block: 6.4
- DENV2 CPE rescue: 3.5
- GSIS activator: -0.5
- PAX8 reporter: 3.1
- FN deposit inh: 5.9
compound: Cc1ccc(/C=N\NC(=O)CNC(=O)C23CC4CC(CC(C4)C2)C3)o1
- F508del corr: -0.4
- miR-122 sensor: -0.4
- EWS-Fli block: -1.3
- DENV2 CPE rescue: 1.3
- GSIS activator: -12.4
- PAX8 reporter: 3.6
- FN deposit inh: 0.4

# Additional compounds:
# Order of results: F508del corr	miR-122 sensor	EWS-Fli block	DENV2 CPE rescue	GSIS activator	PAX8 reporter	FN deposit inh
CCOC(=O)C1(C)C(C(=O)OC)=C(c2ccc(OC)cc2)c2ccccc2N1C(=O)OC (configuration not stated)
  2.8	-4.5	4.4	4.2	/	10.8	/
CC(C)CN1C(=O)c2ccccc2C1(O)Cc1ccccc1 (configuration not stated)
  /	-1.2	/	/	/	-7.9	-4.3
COc1ccc(NS(=O)(=O)c2ccc(-n3nnc4ccccc43)c([N+](=O)[O-])c2)cc1
  0.5	44.0	17.0	-3.8	-17.8	/	/
Cc1ccc2c(C)c(C(=O)Nc3ccc(S(=O)(=O)Nc4onc(C)c4C)cc3)oc2c1
  1.6	2.3	/	2.4	4.6	4.1	/
CC(=O)Nc1cccc(-c2ccnc3c2CC(C)(C(=O)Nc2ccc(C(C)C)cc2)O3)c1 (configuration not stated)
  0.1	-0.2	19.7	7.7	-13.7	17.3	7.8
COc1ccc(C#Cc2ccc3c(c2)O[C@H](CN(C)C(=O)NC2CCCCC2)[C@@H](C)CN([C@@H](C)CO)S3(=O)=O)cc1
  0.6	8.6[16.7 µM]	14.0	2.9	-1.7	/	/
Cc1cccc2nc(CSc3nc4ccc([N+](=O)[O-])cc4[nH]3)cn12
  0.2	-1.6	-52.9	?	0.0	13.9	1.7
Cc1noc(C)c1CSc1nc2ccccc2n1C
  /	83.5	/	/	/	-19.6	12.1
CN(Cc1ccccc1)S(=O)(=O)c1ccc2c(c1)NC(=O)CC(=O)N2
  /	-2.8	/	/	-12.4	-6.3	-6.3
COc1cc(C(=O)OCC(=O)Nc2ccc(C)cc2)cc(OC)c1OC
  1.8	28.7	1.8	-4.4	13.9	-1.5	-4.6
Cc1ccnc(NC(=O)C(C)n2cc([N+](=O)[O-])cn2)c1 (configuration not stated)
  -2.8	3.6	6.1	/	5.9	0.6	-3.7
O=C(COC(=O)c1ccccc1-c1nc2ccccc2s1)Nc1ccccc1C(F)(F)F
  -2.5	2.8	-12.9	-0.3	-1.0	-1.0	1.5
CC(=O)Nc1ccc(S(=O)(=O)NCC(=O)NCCCc2ccccc2)cc1
  -0.9	-2.2	/	7.4	1.9	5.5	-13.4
CC(C)C(NC(=O)c1ccccc1)C(=O)OCc1cc([N+](=O)[O-])cc2c1OCOC2 (configuration not stated)
  1.0	/	-2.5	-1.0	-4.5	-4.6	5.0
Cc1ccc(NC(=O)[C@@]2(CC(=O)O)CC(/C=C/c3ccccc3)=NO2)c(C)c1
  -0.8	/	5.7	3.5	11.6	-0.7	2.8
CC(C)CC#Cc1cnc2c(c1)C(=O)N([C@@H](C)CO)C[C@H](C)[C@@H](CN(C)C(=O)c1ccc(F)cc1)O2
  -0.5	2.3[16.7 µM]	11.7	-4.5	-22.7	/	-11.9
CC1SC(C)C(=O)N(CC(=O)Nc2ccc([N+](=O)[O-])cc2)C1=O (configuration not stated)
  0.0	/	-1.4	0.6	-19.1	6.6	/
O=C(O)CN1C(=O)C2C3CC(C2C1=O)C1C(c2ccccc2)c2sc(=O)[nH]c2SC31 (configuration not stated)
  /	-9.2	/	/	5.9	5.3	7.9
NC(=O)c1ncn([C@@H]2O[C@H](CNCc3cccc(OC4CCCC4)c3)[C@@H](O)[C@H]2O)n1
  -1.7	-3.8	0.0	-5.0	-15.3	-12.3	-6.2
COC(=O)[C@]12CCCCC=C1N(Cc1cccc3ccccc13)C(=O)[C@H](CC(=O)NCc1cccc3ccccc13)C2
  0.5	/	11.2	-8.6	-10.5	23.7	-3.2
C[C@@H]1CN([C@H](C)CO)S(=O)(=O)c2ccc(-c3ccc(C#N)cc3)cc2O[C@H]1CN(C)Cc1cccc(F)c1
  8.1*	2.7[16.7 µM]	3.9	0.2	-5.8	44.8	/
CN1CCN(S(=O)(=O)c2ccc(NC(=O)Cc3ccc([N+](=O)[O-])cc3)cc2)CC1
  1.0	1.1	3.6	1.3	2.7	16.2	/
O=C(CN1C(=O)c2cccc3cccc(c23)C1=O)NCCCO
  0.0	-2.2	-2.0	0.6	-5.3	-9.5	-0.3
CCN(CC)S(=O)(=O)c1cc([N+](=O)[O-])ccc1NNC(=O)Nc1ccc(Cl)c(Cl)c1
  /	-0.6	/	/	/	88.7*	2.9
COc1ccccc1N1CCN(CCCNC(=O)C2CCCN(c3ncnc4c3nc3n4CCCCC3)C2)CC1 (configuration not stated)
  1.4	-8.2	14.2	?	-6.8	13.6	-4.5
Cc1ccc(CCNC(=O)CCS(=O)(=O)c2cc3c(cc2C)NC(=O)CO3)cc1
  -1.0	-5.8	2.1	-0.1	-0.2	2.9	5.4
CC1(c2ccc(OC(F)F)cc2)NC(=O)N(CC(=O)Nc2ccc(N3CCCCC3)cc2)C1=O (configuration not stated)
  -0.6	/	2.1	1.6	-10.1	7.7	0.6
COc1cc(N=c2ssnc2Cl)cc(OC)c1
  /	1.3	/	/	/	-0.3	-7.8
O=C(NCCCn1ccnc1)c1c(F)cccc1F
  1.4	/	/	?	9.1	0.3	-0.5
O=C(Nc1ccc(Br)cc1)c1cccc(NC(=O)C2C3CC4OC(=O)C2C4C3)c1 (configuration not stated)
  /	-2.2	/	/	/	-15.1	-5.5
COc1ccccc1OCCSc1nc2ccccc2n1CC(=O)O
  2.2	-4.9	-10.9	7.6	-1.4	15.2	-1.3
O=C(NCc1ccncc1)c1ccc(NS(=O)(=O)c2cccc([N+](=O)[O-])c2)cc1
  -1.2	2.5	10.1	-0.8	-0.6	-1.4	-3.2
COc1cccc(C(=O)NNC(=O)CCN2CCN(c3ccccc3)CC2)c1
  2.2	9.2	-5.4	-3.5	-5.4	1.4	-2.2
CN(C)C(=O)c1cccc(-c2ccccc2[C@@H]2[C@@H](C#N)N(C(=O)C3CCCCC3)[C@H]2CO)c1
  0.4	/	3.4	-8.6	-11.8	11.6	3.0

# Bioassay records: PubChem, Broad Institute
